Assay outcomes from PubChem BioAssay.
thrombin 1536: blocks human thrombin protease activity; alpha-thrombin, Boc-VPR-AMC fluorogenic substrate cleavage; inhibition, % at 5 µM; 220,000 tested, 0.26% active;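 active = inhibition at or above 40%; inactive = inhibition below 40%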;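 note: 0% = enzyme with no compound and 100% = wells without enzyme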
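Material: Human alpha-thrombin protein | Buffer or medium: pH 7.5 Tris-saline with Tween 20 | Reagent: Boc-VPR-AMC substrate, 15 µM final | Schedule: Reaction at ambient temperature | Detection: AMC fluorescence at 355 nm excitation and 460 nm emission | Evaluation: Percent inhibition scaled between no-compound controls and no-enzyme blanks | Controls: no-compound enzyme wells and no-enzyme blanks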
FXIa inh 1536: inhibitors of human coagulation factor XIa. AID 798. purified FXIa, Boc-Glu-Ala-Arg-AMC fluorogenic substrate. inhibition, % at 5 µM. P03951. 220,000 tested, 0.14% active;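 active = inhibition of at least 40%; inactive = inhibition below 40%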;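 note: fluorescence of freed AMC excited at 355 nm; 0% = enzyme without compound and 100% = no enzyme blank; many of its hits are not listed in these tables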
PERK inh: human PERK inhibition, primary cell-based screen; Q9NZJ5; CHO PERK-DD fusion, SEAP luminescence translation reporter; inhibition, % at 5.6 µM; 220,000 tested, 0.17% active;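 active = inhibition above the mean inhibition of all tested compounds plus 3 SD, set separately per screening campaign, cut at about 2.9% in these data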;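 note: PERK kinase domain activated by AP20187 dimerizer at 100 nM; 0% = DMSO with dimerizer and 100% = rapamycin at 8.4 µM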
FXIIa inh: inhibitors of human coagulation factor XIIa. P00748. purified FXIIa, Boc-QGR-AMC fluorogenic substrate, 2 h. inhibition, % at 5 µM. 220,000 tested, 0.3% active. AID 800; in the data active = inhibition above about 40%;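 note: 0% = enzyme with no compound and 100% = blank without enzyme; many of its hits are not listed in these tables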
Cl transport mod: KCC2 (human) Cl- transport modulation; Q9H2X9; KCC2 cells, thallium flux FluoZin-2 fluorescence; B-score of Tl+ flux slope (higher = more flux/activation; lower = inhibition) at 10 µM; 190,000 tested, 2.2% active; AID 1456;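 active = thallium flux slope and its plate-corrected score both differing from the plate sample mean at a set confidence after two filtering rounds, in either direction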;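 note: slope of fluorescence scaled to starting intensity during 10 to 20 s after thallium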
Furin inhibitor: inhibitors of human furin | P09958 | purified furin, fluorogenic substrate cleavage | inhibition, % at 30 µM | 220,000 tested, 0.061% active; in the data active = inhibition above about 25%; note: inactives centre near -15
Target sequence (P09958 108-714 limits assumed): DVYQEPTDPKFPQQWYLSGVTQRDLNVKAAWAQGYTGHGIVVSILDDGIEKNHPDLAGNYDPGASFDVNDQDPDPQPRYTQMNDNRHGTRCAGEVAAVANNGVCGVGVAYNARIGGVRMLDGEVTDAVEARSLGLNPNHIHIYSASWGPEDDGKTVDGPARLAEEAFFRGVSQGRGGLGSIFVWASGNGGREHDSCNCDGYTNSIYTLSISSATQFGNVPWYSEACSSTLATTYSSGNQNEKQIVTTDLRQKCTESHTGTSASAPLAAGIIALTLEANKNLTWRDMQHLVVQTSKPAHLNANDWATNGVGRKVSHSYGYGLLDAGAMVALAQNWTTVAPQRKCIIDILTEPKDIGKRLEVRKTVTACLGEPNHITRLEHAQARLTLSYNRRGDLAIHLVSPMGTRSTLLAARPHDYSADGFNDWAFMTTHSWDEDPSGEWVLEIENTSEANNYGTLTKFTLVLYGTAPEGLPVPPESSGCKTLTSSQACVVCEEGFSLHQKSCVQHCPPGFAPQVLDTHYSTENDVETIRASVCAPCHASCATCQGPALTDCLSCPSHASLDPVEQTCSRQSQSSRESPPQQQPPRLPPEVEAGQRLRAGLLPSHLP
p97 ATPase inh: inhibitors of human p97 ATPase. inhibition, % at 8 µM. P55072. recombinant p97 ATPase, Kinase-Glo ATP luminescence, 3 h. 220,000 tested, 0.42% active; in the data active = inhibition above about 15%;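 note: 0% = DMSO vehicle and 100% = wells lacking enzyme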
Wee1 degr inh: human Wee1 degradation inhibition, primary screen; 220,000 tested, 1.2% active; P30291; reporter increase, % at 5 µM; AID 1321; HeLa Luc-Wee1K328M stability, luciferase luminescence; 100% = proteasome inhibitor MG132 effect;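 active = activation above the mean of all tested compounds plus 3 SD, set per screening run, cut at about 8.8% in these data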;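 note: cells exposed to compound for 20 h before luminescence read; 0% = DMSO alone and 100% = MG132 at 30 µM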
hK5 inh: inhibitors of human kallikrein 5; Q9Y337; recombinant hK5, fluorogenic AMC substrate cleavage; inhibition, % at 5 µM; 210,000 tested, 0.59% active;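 active = inhibition of 40% or more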;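 note: 0% = enzyme controls without compound and 100% = no-enzyme blanks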
Target sequence (Q9Y337 67-293 limits assumed): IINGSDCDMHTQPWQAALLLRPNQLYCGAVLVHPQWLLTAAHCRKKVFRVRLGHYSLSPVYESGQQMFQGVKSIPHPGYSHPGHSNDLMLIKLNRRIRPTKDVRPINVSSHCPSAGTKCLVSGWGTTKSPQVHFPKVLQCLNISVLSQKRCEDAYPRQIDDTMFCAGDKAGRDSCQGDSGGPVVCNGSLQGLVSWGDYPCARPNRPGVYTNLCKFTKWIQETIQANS
* hit, by the source's call; . = no result given; [ ] = dose if it differs, or a comment.

SMILES | thrombin 1536 | FXIa inh 1536 | PERK inh | FXIIa inh | Cl transport mod | Furin inhibitor | p97 ATPase inh | Wee1 degr inh | hK5 inh
COc1cc(NS(=O)(=O)c2ccc(NC(=O)c3ccc(S(=O)(=O)N4CCCC4)cc3)cc2)ncn1 | -9 | 3 | -0.3 | 12 | -0.61 | -9 | 0 | -3 | -9
CC(C)P(=O)(Cc1cccc(C#N)c1)C(C)C | -2 | -2 | 1.2 | 13 | -0.56 | -12 | 0 | 7 | -2
CSc1ccc(NC(=O)Nc2ccc(C(=O)NCC(=O)O)cc2)cc1 | -8 | -2 | 0.0 | 2 | -1.2 | 1 | -2 | -2 | 64*
CCOC(=O)c1sc2nc(CC(=O)OC)nc(N3CCN(c4ccccn4)CC3)c2c1C | -4 | 2 | -1.4 | 22 | -0.89 | -11 | -5 | 0 | -10
CC(C)(C)OC(=O)NCCCC[C@H](NC(=O)c1nc[nH]c1C(=O)N1CCc2ccccc2C1)C(=O)OC(C)(C)C | -3 | -2 | . | 5 | -0.8 | -15 | . | . | -1
O=C(CSc1ccc(-c2ccccc2)nn1)N1CCCCC1 | 2 | -2 | 0.1 | 10 | -0.32 | -12 | -3 | -1 | -2
Cc1cc(NC(=O)c2c(-c3c(Cl)cccc3Cl)noc2C)n(C)n1 | -1 | 4 | 0.8 | 10 | -0.14 | -11 | 2 | 0 | 0
CC1CCN(C(=O)c2ccc(NC(=O)C3CCCO3)cc2)CC1 (centres undefined) | -3 | 5 | 0.6 | 8 | 0.3 | -3 | -5 | -3 | 3
CCOC(=O)c1cn(Cc2ccc(C)cc2)nn1 | -2 | 2 | 0.6 | 1 | -0.29 | -4 | -3 | 2 | -4
CCO[C@@H]1OC(C(=O)NC2CC2)=C[C@H](C2CC2)[C@H]1CCCO | -2 | -1 | . | 6 | 1.2 | -29 | . | . | -1
COc1ccc(/C=N/NC(=S)Nc2ccccc2)cc1COc1cccc(C)c1C | 3 | 4 | 0.5 | 11 | 0.45 | -8 | 8 | 3 | 12
Cc1c(C2Nc3ccccc3C(=O)N2O)cnn1C (centres undefined) | 1 | 7 | 2.0 | 15 | 0.21 | -11[20 µM] | 5 | 5 | -8
COc1cc2c(cc1OC)CN(C(=S)Nc1ccc(OC(F)F)cc1)CC2 | -2 | -2 | 0.5 | 9 | 1 | -36 | 6 | 3 | 1
O=C(O)C1CCCCC1C(=O)Nc1cc(Cl)ccc1Cl (centres undefined) | -2 | -11 | 1.5 | -6 | 0.72 | -24 | 0 | 0 | -13
O=C(c1ccc(C(F)(F)F)cc1)C1CCCN(C(=O)CCN2CCCO2)C1 (centres undefined) | 3 | -1 | 0.2 | 17 | -0.72 | -24 | 1 | -3 | 5
Cc1cc(C(=O)N/N=C/c2cccc([N+](=O)[O-])c2)c(C)o1 | -7 | -5 | 0.9 | 9 | -2.4 | -11[20 µM] | 0 | 0 | 19
COc1ccc(N=C2S/C(=C\c3ccc(C)o3)C(=O)N2CC(C)C)cc1 | -2 | 8 | -0.1 | 10 | -0.74 | -4[20 µM] | -8 | 3 | -11
Cc1cc(-c2nc3ncccc3o2)ccc1NC(=S)NC(=O)C(C)C | 40* | 37 | 0.5 | . | 1.7 | -8 | -4 | 1 | 20
CCOCCCNC(=O)c1cc2c(-c3ccc(Cl)cc3)nn(C)c2s1 | -2 | 4 | -1.5 | 15 | . | -25 | -9 | 0 | 4
CC(SCC(=O)NC(C)C1CC2CCC1C2)C(=O)O (centres undefined) | -3 | 6 | 0.8 | 15 | 0.46 | -8 | 5 | 3 | -19

3 compounds already listed, sorted by their value in Cl transport mod, descending.
SMILES | thrombin 1536 | FXIa inh 1536 | PERK inh | FXIIa inh | Cl transport mod | Furin inhibitor | p97 ATPase inh | Wee1 degr inh | hK5 inh
CCO[C@@H]1OC(C(=O)NC2CC2)=C[C@H](C2CC2)[C@H]1CCCO | -2 | -1 | . | 6 | 1.2 | -29 | . | . | -1
CC1CCN(C(=O)c2ccc(NC(=O)C3CCCO3)cc2)CC1 (centres undefined) | -3 | 5 | 0.6 | 8 | 0.3 | -3 | -5 | -3 | 3
O=C(c1ccc(C(F)(F)F)cc1)C1CCCN(C(=O)CCN2CCCO2)C1 (centres undefined) | 3 | -1 | 0.2 | 17 | -0.72 | -24 | 1 | -3 | 5

(next part)
SMILES | thrombin 1536 | FXIa inh 1536 | PERK inh | FXIIa inh | Cl transport mod | Furin inhibitor | p97 ATPase inh | Wee1 degr inh | hK5 inh
CCn1c(CC(=O)Nc2ccccc2)nnc1SCC(=O)Nc1ccccc1C(=O)OC | -4 | -18 | -0.9 | 3 | -1.5 | -30[20 µM] | 0 | -2 | -29
O=C(O)COc1ccc(NC(=O)c2ccco2)cc1 | -18 | 9 | 0.5 | 2 | -0.056 | -12[20 µM] | -3 | -2 | 5
CCCC(=O)Nc1ccc(NC(=O)C2CC2)cn1 | -5 | -13 | 0.7 | -6 | 2.8 | -16[20 µM] | 0 | -2 | -10
COc1ccc(C(=O)n2nc(C#N)c(C#N)c2N)cc1 | 8 | -1 | 1.9 | 23 | 0.04 | -21 | 2 | 4 | 27
O=C1CSc2ccccc2N1Cc1ccc(F)cc1 | -16 | -2 | -0.5 | -5 | -0.22 | -12 | 1 | -2 | -5
COc1cc([N+](=O)[O-])cc2sc(NC(=O)C3CC3)nc12 | -23 | -6 | 0.2 | 5 | 0.45 | -42 | 0 | -1 | 0
CC/C(=N\Nc1ccccc1[N+](=O)[O-])c1ccc(O)cc1 | -7 | -3 | 1.2 | 6 | 0.27 | -34 | 1 | -6 | -2
O=C(NCc1ccccn1)C1CC(=O)N(C2CCCC2)C1 (centres undefined) | . | . | 1.9 | . | 0.2 | -22 | 6 | -1 | .
O=Cc1cn(-c2ccccc2)nc1-c1cc2ccccc2oc1=O | -4 | -12 | 0.2 | 2 | -0.038 | -18[20 µM] | 2 | -3 | -22
C/C(=N/N=C1/NC(=O)CC(C(=O)O)S1)c1ccccc1 (centres undefined) | 0 | 22 | 1.4 | 6 | 0.31 | -15 | 4 | -1 | -5
CC(C)(C)c1nc(C(C)(C)C)c(Br)c(=O)[nH]1 | -2 | 8 | 1.6 | 5 | -0.82 | -21 | 1 | -5 | -8
CC1(C(=O)NC(=S)N(CCC#N)c2ccccc2)CC1(Cl)Cl (centres undefined) | 4 | 4 | 1.6 | 12 | 0.12 | -17[20 µM] | 6 | -2 | -5
Clc1cccc(-c2nc3nc4ccccc4nc3n2Cc2ccccc2)c1 | -7 | 3 | -0.5 | 8 | -0.75 | -14 | 6 | -2 | -15
COc1ccc(C2CC(c3ccccc3OC(C)=O)=NN2C(=O)/C=C/c2ccccc2)cc1 (centres undefined) | 6 | -6 | -0.9 | 2 | -0.18 | 1 | -4 | 2 | -16
COc1ccc(C(C)C)cc1S(=O)(=O)Nc1ccc(Cl)cn1 | -4 | -15 | 0.3 | -8 | . | -23 | -3 | 0 | 25
O=c1c2ccccc2nnn1CSc1nnc(C2COc3ccccc3O2)n1-c1ccccc1 (centres undefined) | -5 | -7 | -0.8 | 1 | -1.4 | -3 | 0 | -1 | -1
COc1ccccc1NC(=O)C/C(N)=N/O | 2 | 6 | 0.2 | 16 | 0.98 | 1[20 µM] | -6 | 1 | -16
CC(=O)Nc1c(NCC(C)C)c2ccccc2oc1=O | -6 | -9 | 0.4 | -11 | 1.3 | -24[20 µM] | 1 | -1 | -3
COCCn1c(SCC(=O)Nc2cccc(S(N)(=O)=O)c2)nc2ccccc21 | -2 | -2 | 0.3 | 10 | 1.1 | -20[20 µM] | 5 | 3 | 13
Cc1ccccc1OCCNc1ccc(C(F)(F)F)cc1[N+](=O)[O-] | 1 | -3 | 0.2 | -2 | -1.5 | -5[20 µM] | -8 | 2 | 2
O=C(NC(=S)Nc1ccccc1C(=O)O)c1ccc2ccccc2c1 | 8 | 1 | 0.4 | 6 | 1.8 | -13 | 6 | 3 | -5
CCOC(=O)N1CCC(NC(=O)c2cc(C(=O)NC3CCCC3)ccc2CO)CC1 | -3 | 2 | 0.9 | 11 | -0.24 | -15 | 5 | -2 | -4
Cc1nn(CC(=O)NCCN2CCOCC2)c(=O)c2ccccc12 | 2 | 3 | 0.6 | 15 | . | -14 | 5 | -1 | -6
Cc1nnn(C23CC4CC(CC(C(=O)NN)(C4)C2)C3)n1 | -5 | 4 | -0.4 | 3 | 0.04 | -26 | -6 | -2 | -11
C=CCn1c(SCC(=O)Nc2cccnc2Cl)nnc1-c1ccc(C(C)(C)C)cc1 | -5 | 2 | -0.1 | 10 | -2.6 | -14 | 1 | 2 | -2
CCN1C(=O)CSc2ccc(C(=O)NCc3ccccc3OC)cc21 | 4 | 4 | -0.1 | 12 | -1.5 | -13 | -3 | -1 | 1
Cc1cccc(Nc2c3c(nc4ncnn24)CCC3)c1 | -12 | -4 | -0.2 | 3 | 0.42 | -32 | 3 | 0 | -3
COc1ccccc1C1NC(=O)NC(C)=C1C(=O)Nc1cccc(C)c1C (centres undefined) | -4 | -1 | 0.2 | 10 | . | -11 | 2 | 2 | -19
CC1(C)CC(=O)C2=C(C1)N(c1ccc(F)cc1)C(=O)CC2c1ccccc1 (centres undefined) | -11 | -5 | -0.6 | -2 | 0.0012 | -15[20 µM] | 0 | 0 | -27
CCC(C)(C)NC(=O)CN(C(=O)CNS(=O)(=O)c1ccccc1)c1ccccc1 | 3 | 4 | 0.1 | 10 | 0.68 | -27 | -4 | 0 | 3
CC1Cc2ccccc2N1CC(=O)NC(c1ccccc1)c1ccccc1 (centres undefined) | -2 | 11 | 0.1 | 6 | 0.46 | -3 | -7 | 2 | -9
Cn1ncc([N+](=O)[O-])c1C(=O)N1CCOCC1 | -4 | -5 | 1.8 | 2 | 2.2 | -23[20 µM] | 3 | 2 | -9
COc1ccccc1NC(=O)CN1CCN(CC(=O)Nc2ccc(Cl)c(C(F)(F)F)c2)CC1 | -4 | -6 | -0.7 | 6 | . | -8 | -1 | 0 | -11
O=C(NCCOc1ccccc1F)c1ccccc1SCc1ccc(F)cc1 | -1 | 0 | 0.5 | 10 | -6.2* | -2 | -4 | 2 | -11
CC(C)=CCSc1nnc(CCNC(=O)OC(C)(C)C)o1 | 3 | 4 | 0.7 | 15 | -0.63 | -21[20 µM] | 2 | 1 | -2
CCSC1=N/C(=C\c2ccc(-c3ccccc3[N+](=O)[O-])o2)C(=O)S1 | -2 | 5 | 1.5 | 15 | -1.3 | 1 | 1 | 3 | 5
CC1(C)CC(=O)C2=C(C1)OC(N)=C(C#N)C2C1CC=CCC1 (centres undefined) | -9 | -10 | 0.2 | -2 | . | -3[20 µM] | -5 | -1 | 10
COc1cc(/C=C2\C(=O)NN(c3ccccc3)C2=O)cc([N+](=O)[O-])c1O | -4 | -1 | 0.5 | 9 | . | -19 | 8 | 3 | 1
N#Cc1ccc(-c2ccccc2)nc1SCC(=O)c1cccc(Cl)c1 | 4 | 19 | 0.4 | 23 | 0.067 | -24[20 µM] | -1 | 1 | 1
Cn1c(N)c(C(=O)c2ccc(Cl)cc2)c(=O)n(C)c1=O | -10 | 4 | 1.2 | 10 | 0.68 | -13 | -1 | 2 | -15
Nc1nonc1C(=O)OCC(=O)N1CCOCC1 | 0 | 2 | 0.8 | 19 | . | -18 | -1 | 2 | -10
O=C(NC1=NCCS1)c1ccccc1OCc1ccccc1Cl | -3 | 3 | 0.6 | 10 | -0.97 | -18 | 4 | 3 | 3
